# High-throughput results deposited in PubChem BioAssay by National Center for Advancing Translational Sciences (NCATS).
# p53ts 39C kill: qHTS Screen for Compounds that Selectively Target Cancer Cells with p53 Mutations: Cytotoxicity of p53ts Cells at the Nonpermissive Temperature; actives 1.5% (n = 130,000); AID 902, 2007; H1299-p53A138V viability at 39C, ATP luminescence, 24 h; Potency, µM (doses to about 46.1 µM), for the others: at the highest dose activity change, negative = cell killing, most hits filed as cytotoxic; further: nearly all actives have a fitted effect of over 55% in size
# IkB signaling: IkB Signaling | ABC-DLBCL IkBa-CBG/CBR dual luciferase ratio, 4 h; response scale: scaled: untreated 0%, proteasome inhibitor 100% | Potency, µM (doses to about 57.1 µM), without a hit: top-dose IkBa stabilization activation | actives 0.04% (n = 110,000) | AID 445, 2006; active means well fitted curve in the direction sought with a large enough effect in the signal ratio, not every such curve was filed as active; inconclusive means small, poorly fitted or top-dose-only effect, or a change in a side signal; the % refers to the signal ratio;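 further: the direction sought is a rising ratio; 0% = basal untreated cells and 100% = reference inhibitor full response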
#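 Luminescence ratio of IκBα-fused green versus native red beetle luciferase in OCI-Ly3 cells, 4 h post-doxycycline with compound; red signal alone, scaled from basal (0%) to zero light (-100%), flagged nonspecific or cytotoxic effects.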
# Imprint erasure: qHTS Assay for Compounds that Induce Erasure of Genomic Imprints; actives 0.02% (n = 110,000); AID 1948, 2009; mouse ES Peg3-LacZ reporter, beta-gal luminescence, 40 h; Potency, µM (highest dose often 60.7 µM), for the others: at the top dose activity change, positive = activation, hits mostly activators;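 further: 0% = negative control wells on the plate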
#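 Each well holds 300 Peg3LacZ-Neo (maternal) female ES cells incubated 40 h at 37C, 5% CO2. LacZ is measured by BetaGlo luminescence, with AC50 and maximum efficacy derived from dose-response curves.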
# p53ts 32C tox: qHTS Screen for Compounds that Selectively Target Cancer Cells with p53 Mutations: Cytotoxicity of p53ts Cells at the Permissive Temperature; H1299-p53A138V at 32C, ATP luminescence viability, 24 h; Potency, µM (highest dose often 46.1 µM), for inactives: top-dose activity change, negative = cytotoxicity, most hits filed as cytotoxic; actives 0.93% (n = 130,000); AID 924, 2007;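 further: 0% = DMSO and -100% = full killing by reference compound; nearly all actives have a fitted effect of over 55% in size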
#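 H1299-p53 A138V cells (temperature-sensitive p53) exposed 24 h to up to 46 uM compound at 32C, where p53 is wild-type in conformation. Viability read as ATP luminescence and normalised to DMSO and 100 uM tamoxifen. AC50 fitted with the Hill equation.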
# Active calls of the source: *; ? = inconclusive; . = not tested or not shown; [ ] = dose if it differs, or a comment. Unless noted, the call rests on the fitted dose curve; in most records, active means well fitted curve in the direction sought with a large enough effect; inconclusive means small, poorly fitted or top-dose-only effect, or another doubt; inactive means no such curve, though single readings can be large; an effect the other way counts as inactive or inconclusive. Unless noted, on the % scale 0 is the no-effect control and ±100 the full control effect; potency means the concentration at half of the fitted maximal effect. Compounds as they come; any-hit rate near 1.7%.
# The first 2 compounds, ahead of the listing:
smiles | p53ts 39C kill | IkB signaling | Imprint erasure | p53ts 32C tox
CCCCC12CN3CC(C)(CN(C1)C31C(=O)N(C)c3ccc(C)cc31)C2=O (stereo unspecified) | 1% | 3.3% | -8% | 0%
O=C(Nc1ccc(F)cc1)Nc1csc2c1CCCC2 | -30% | 3.9% | -6%[10.9 µM] | 17%

# The whole of this part, repeating the preview:
smiles | p53ts 39C kill | IkB signaling | Imprint erasure | p53ts 32C tox
CCCCC12CN3CC(C)(CN(C1)C31C(=O)N(C)c3ccc(C)cc31)C2=O (stereo unspecified) | 1% | 3.3% | -8% | 0%
O=C(Nc1ccc(F)cc1)Nc1csc2c1CCCC2 | -30% | 3.9% | -6%[10.9 µM] | 17%
Cc1ccc(/C=C/C(=O)Nc2ccccc2C(N)=O)o1 | 5µM* | ? | -42%[inhibitor][10.9 µM] | 7.9µM*
C[C@@H](C(=O)Nc1ccc2ccccc2c1)[C@@H]1C[C@@]1(C)[C@@H](NC(=O)c1ccncc1Cl)c1ccccc1 | -15% | . | -9% | 3%
CC1=C(c2ccc(C)cc2)S(=O)(=O)N(Cc2ccc(C(=O)Nc3ccccc3C)cc2)C1=O | -26% | ? | -9%[10.9 µM] | 13%
Cc1ccc(C(=O)Nc2ccc(S(=O)(=O)Nc3onc(C)c3C)cc2)cc1 | ? | -2.4% | -3%[10.9 µM] | ?
Cc1cccc(-c2noc(-c3cccnc3NCc3ccc(Cl)cc3)n2)c1 | 5% | ? | -1%[10.9 µM] | -3%
O=C(CN(CCc1ccccc1)S(=O)(=O)c1ccc(Br)cc1)NCc1ccc(Cl)cc1 | 6% | 7.2% | -15%[10.9 µM] | -16%
COc1cccc(N2CCCn3c2nc2c3c(=O)n(CCN3CCOCC3)c(=O)n2C)c1 | 3% | -1.2% | -9% | -4%
CCN1CCN(Cc2cc(=O)oc3ccc(Cl)cc23)CC1 | 7% | -0.4% | 11% | -12%
CCC(=O)Nc1sc2c(c1C(=O)Nc1ccc(Br)cc1)CCCCC2 | -8% | ? | 27%[10.9 µM] | 2%
CCc1ccc(NC(=O)C2CCN(S(=O)(=O)c3c(C)noc3/C=C\c3ccc(OC)cc3)CC2)cc1 | 9% | -0.2% | -12%[10.9 µM] | 2%
Cc1nonc1NC(=O)CSc1ccc(-c2ccccc2)nn1 | -15% | -1.3% | -89%[inhibitor] | -8%
COc1ccc(CCNC(=O)Cn2c(=O)oc3ccccc32)cc1OC | 0% | 0.9% | -7% | -6%
Cn1c(=O)oc2cc(S(=O)(=O)NC(Cc3ccccc3)C(=O)Nc3ccc(F)c(Cl)c3)ccc21 (stereo unspecified) | -17% | ? | -3%[10.9 µM] | 1%
CCc1cccc(NC(=O)Nc2csc3c2CCCC3)c1 | ? | 0.4% | 4%[10.9 µM] | -5%
O=C(CCCCn1c(=O)c2ccccc2n(CC(=O)Nc2cccc(F)c2)c1=O)NCCc1ccccc1 | 17% | 0.6% | 7%[10.9 µM] | 2%
Cc1cccc(N2CCN(C(=O)c3ccc(NC(=O)C4CCCO4)cc3)CC2C)c1 (stereo unspecified) | -12% | 0.4% | -10% | 0%
COC(=O)[C@@H]1C[C@@]2(O)[C@@H](O)[C@@H](O)[C@@H](O)C[C@H]2N1CC1CC1 | -4% | . | 9% | -7%
O=C(C1COc2ccccc2O1)N1CCc2ccccc21 (stereo unspecified) | -4% | 0.7% | -16% | -2%
CCn1c(Cn2nnc(-c3ccccc3)n2)nnc1SCC(=O)Nc1cccc(C(C)=O)c1 | -2% | 1.8% | -6% | -9%
Cn1c(Cn2c(=O)sc3ccccc32)nnc1SCC(=O)Nc1ccc(F)cc1 | 46%[activator] | 1.5% | -3% | 2%
COc1cccc(C2CC(c3c(Cl)cccc3Cl)n3nc(N)nc3N2)c1 (stereo unspecified) | -4% | 3.3% | 0% | 8%
CC(C)CCN1C(=O)c2ccc(C(=O)OCn3nnc4ccccc4c3=O)cc2C1=O | -7% | -0.8% | -28% | 10%
CCOC(=O)c1cc(-c2ccc(F)cc2)n(CCC(=O)NCc2ccccc2OC)c1C | 22% | ? | -12%[10.9 µM] | 17%
CCc1ccc(NC(=O)c2sc3nc(C)c(Cl)c(C)c3c2NC(=O)c2ccccc2OC)cc1 | 8% | -1.9% | -5%[10.9 µM] | -2%
COc1cc(OC)cc(-n2c(=O)c3sccc3n(Cc3ccc(F)cc3)c2=O)c1 | 6% | 1.5% | 10%[10.9 µM] | 3%
CCc1ccccc1NC(=O)CSc1nc2c(c(-c3ccco3)c1C#N)CCCC2 | 0% | -0.1% | -8% | 9%
Cc1cc(C)nc(-n2nc(C)c3c2N(Cc2ccccc2F)C(=O)CC3c2ccc(Cl)cc2)n1 (stereo unspecified) | 22% | ? | -11%[10.9 µM] | 4%
C=CCC1c2cccc(C(=O)O)c2C(=O)N1c1cccc(C)c1 (stereo unspecified) | 5% | 1.8% | 16% | -6%
CCOC(=O)CSc1nc(-c2ccccc2)cc(C(F)(F)F)c1C#N | 21% | 5.5% | -4%[10.9 µM] | 3%
COc1ccccc1NC(=O)CN(Cc1ccco1)C(=O)c1cccs1 | -6% | ? | -10% | 8%
Cc1cccc(-n2c(-c3ccncc3)n[nH]c2=S)c1 | 1% | . | . | -1%
O=C(COc1ccc(F)cc1)NC1CC1 | 9% | 0.4% | -13% | 1%
Cc1ccc2c(c1)N(CC(=O)N1CCCc3ccccc31)C(=O)C(C)O2 (stereo unspecified) | 2% | -0.5% | -17% | -3%
CCC(=O)N(CCCN(C)C)c1nc(-c2cc(OC)ccc2OC)cs1 | -15% | 2.8% | -12% | -2%
COc1cc(C(=O)Nc2nc(-c3cccs3)cs2)cc(OC)c1OC | ? | ? | -6% | ?
CC(C)c1cc(C(=O)NCc2cccnc2)no1 | -1% | -1.1% | -17% | -5%
COCCNC(=O)Cn1c(=O)n(CCC(=O)NCCc2ccccc2)c(=O)c2ccccc21 | 23% | -1.0% | -6% | -8%
COc1ccc(C(=O)NCc2cccnc2)cc1C(=O)NCc1cccnc1 | -2%[20.6 µM] | 0.1%[25.6 µM] | -7% | -2%[20.6 µM]
CCCCC(c1nnnn1CCOC)N1CCN(C(=O)c2ccco2)CC1 (stereo unspecified) | -7% | 0.3% | 3% | 20%
Cc1c(C(=O)OCCOc2ccccc2)[nH]c2c1C(=O)CC(c1ccc(C(C)(C)C)cc1)C2 (stereo unspecified) | -15% | ? | -9%[10.9 µM] | -20%
CC1CN(C2CCN(S(=O)(=O)c3ccccc3)CC2)CC(C)O1 (stereo unspecified) | 12% | . | . | 2%
COc1ccc(C2(O)CCN(Cc3nnnn3Cc3ccc(F)cc3)CC2)cc1 | 7% | 10% | . | 9%
COc1cccc(N)c1 | -6% | 0.8% | 3% | 17%[1.84 µM]
COc1ccc(-c2nnn(Cc3nn[nH]n3)n2)cc1OC | 7% | 0.1% | -2% | -2%
COc1cc(C(=O)Nc2ccncc2)cc(OC)c1OC | -1% | 9.1% | -13% | 1%
Nc1nonc1-c1noc(N2CCCCC2)n1 | -17% | -0.2% | -61%[inhibitor] | -22%
CCC(C)NC(=O)Cn1c(=O)n(Cc2ccc(C(=O)NCc3ccccc3OC)cc2)c(=O)c2ccccc21 (stereo unspecified) | 1% | 0.4% | -9%[10.9 µM] | 3%
CC(=O)CC(C)(C)n1nnc(-c2ccccc2)n1 | 8% | -1.6% | -2% | -3%

# The list goes on:
smiles | p53ts 39C kill | IkB signaling | Imprint erasure | p53ts 32C tox
COc1ccccc1-c1nc(SCC(=O)NCc2ccccc2)c2c(=O)n(C)c(=O)n(C)c2n1 | 18% | 0.3% | 17%[10.9 µM] | -4%
O=C(Nc1ccc(Cl)cn1)Nc1ccccc1F | 11% | . | . | 3%
Oc1ccccc1-c1cc(-c2ccc3c(c2)OCCO3)n[nH]1 | ? | ? | -86%[inhibitor] | 13µM*
O=c1c2ccccc2oc2nc(C3CCCCC3)n(Cc3ccco3)c(=O)c12 | 1% | 1.3% | -14% | 15%
CN(C)c1ccc(CNS(=O)(=O)c2ccc3[nH]c4c(c3c2)CCCCC4)cc1 | 3% | -0.1% | -7%[10.9 µM] | ?
Cc1ccc(C(=O)CSc2nnc(-c3ccccc3N)n2C)cc1C | -8% | . | . | -3%
Cn1c(=O)[nH]c(=O)c2c1nc(NCCCn1ccnc1)n2Cc1ccccc1 | 3% | 0.6% | -11% | 7%
COc1cccc(CN2CCN(CC(=O)Nc3ccccc3Cl)CC2)c1 | -12% | -0.7% | 9% | 5%
Cc1cc(Nc2ccccc2C)nc(-n2nc(C)cc2C)n1 | -21% | ? | -15%[10.9 µM] | 5%
CS(=O)(=O)Nc1ccc(N2CCCCC2)c(Cl)c1 | -3% | -1.0% | -1% | -4%
COC(=O)c1ccc(C)c(NC(=O)Cn2cnc3ccccc3c2=O)c1 | 1% | -0.5% | -7% | 1%
CCN(CC)S(=O)(=O)c1cccc2nsnc12 | -7% | -1.4% | -20% | 9%
CCN(CC)CCNC(=O)CS(=O)Cc1nc(-c2ccccc2Cl)oc1C (stereo unspecified) | -14% | 0.8% | -4% | 2%
CN1CCC(OC(=O)C23CCC(C)(C(=O)O2)C3(C)C)CC1 (stereo unspecified) | 6% | 0.6% | -5% | -5%
Nc1ccc(-c2nc3c(Cl)cc(N)cc3[nH]2)cc1 | -20% | 5.6% | -54%[inhibitor] | -27%
Cc1ccccc1Cn1c(=O)n(CCC(=O)NCc2ccco2)c(=O)c2sccc21 | -11% | 3.1% | -3%[10.9 µM] | -7%
O=C(Nc1nc(=O)c2ccccc2s1)c1ccc(F)cc1 | 11% | . | . | -11%
COc1ccccc1N(CC(=O)NCC1CCCO1)C(=O)CCC(=O)Nc1nccs1 (stereo unspecified) | 4% | . | . | 8%
COc1cc(-c2nc(S(=O)(=O)c3ccc(Br)cc3)c(N3CCOCC3)o2)cc(OC)c1OC | ? | 2.3% | 10%[10.9 µM] | -1%
Cc1cc(C)c(S(=O)(=O)Nc2ccc(-c3ccc(N4CCCCCC4)nn3)cc2)c(C)c1 | ? | ? | -20%[10.9 µM] | ?
O=C(CN1C(=O)NC2NC(=O)NC21)NC1CCCCC1 (stereo unspecified) | 8% | 0.5% | -6% | -5%
Cn1c(=O)c2c(nc(NCC3CCCO3)n2Cc2ccccc2)n(C)c1=O (stereo unspecified) | -11% | . | . | -15%
CCCSCCCNC(=O)c1cc2c(s1)CS(=O)(=O)C2 | 5% | 0.2% | -8% | -7%
O=C(Nc1ccccc1)c1ccc(NCCN2CCOCC2)c(S(=O)(=O)N2CCOCC2)c1 | 16% | 1.4% | 13% | 4%
CCOC(=O)COc1ccc(C2NC(C(=O)O)CS2)cc1 (stereo unspecified) | -4% | -0.8% | -4% | -12%
Cc1c(C(=O)N(Cc2cccs2)C2CCS(=O)(=O)C2)oc2ccccc12 (stereo unspecified) | 4% | 1.0% | 0% | -6%
COc1cc(N)cc(NC(=O)c2ccncc2)c1 | -2% | 0.4% | -15% | -8%
O=C(CSc1nnc(Cc2cc(=O)[nH]c(=O)[nH]2)n1-c1ccccc1)NCC1CCCO1 (stereo unspecified) | -1% | 1.7% | 14% | -8%
C=CCOc1cccc(C2/C(=C(/O)c3ccccc3)C(=O)C(=O)N2CCCN2CCOCC2)c1 (stereo unspecified) | 0% | -1.8% | -3% | 9%
CN(C)C1(CNC(=O)COc2ccc(C(C)(C)C)cc2)CCCCC1 | -16% | ? | -12%[10.9 µM] | -13%
Cc1cccn2c(=O)c3cc(C(=O)NCCCn4ccnc4)n(C)c3nc12 | -12% | -3.3% | -9% | -2%
Nc1nc(SCc2ccccn2)c2ncn(C3CCCC3)c2n1 | -10%[9.22 µM] | 2.4%[11.4 µM] | -9%[10.9 µM] | -9%[9.22 µM]

# One compound at a time (already shown).
# Cc1c(C(=O)N(Cc2cccs2)C2CCS(=O)(=O)C2)oc2ccccc12 (stereo unspecified) as listed: p53ts 39C kill: 4%; IkB signaling: 1.0%; Imprint erasure: 0%; p53ts 32C tox: -6%
# CN(C)C1(CNC(=O)COc2ccc(C(C)(C)C)cc2)CCCCC1 as listed: p53ts 39C kill: -16%; IkB signaling: ?; Imprint erasure: -12%[10.9 µM]; p53ts 32C tox: -13%
